High-throughput results (PubChem BioAssay)
Cardio protect – myocardial damage modulation in H9c2 cells; H9c2 cardiomyocytes, H2O2 injury protection, ATPLite, 2 h; protection from H2O2 cell death, % at 20 µM; 0.63% of 360,000 active; AID 588492;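 active means compounds giving at least 50% protection of heart cells from peroxide-induced death in the single-dose screen, raw or plate-pattern-corrected value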;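 further: 0% = DMSO wells with peroxide and 100% = DMSO wells without peroxide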
CaV13 ICDI inh – Primary screen for inhibitors of IQ motif and Ca2+-dependent inactivation inhibitor domain binding in CACNA1D, Förster resonance energy transfer in living cells, … | inhibition, % at 12.3 µM | 0.098% of 340,000 active | HEK cells, CFP/YFP FRET ICDI-IQ, plate reader, 10 min; percent FRET-ratio fall versus neutral wells;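 active means mean replicate inhibition of at least 30% and at least 1% of replicates passing that level; inconclusive means only one of the two criteria is met; inactive means neither criterion is met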;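 further: 0% = median of the neutral control wells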
N-glyco inh – N-linked glycosylation inhibition. D54 ERlucT glycosylation luciferase reporter, 24 h; percent of 100 nM tunicamycin response. reporter increase, % at 12.5 µM. 0.23% of 360,000 active. AID 588692;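 active means mean luciferase reporter signal, scaled so untreated is 0 and the glycosylation-blocking control 100, at or above a set limit in every replicate; inconclusive means mean reaches the limit but not every replicate does; inactive means mean below the limit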;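 further: luciferase carries N-glycosylation sites so blocking glycosylation raises the light; 0% = median of neutral control wells and 100% = median of 100 nM tunicamycin wells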
aDG glyco act – increases alpha dystroglycan glycosylation; Pro5-aDG cells, alpha-DG glycosylation AlphaScreen (IIH6); 0% Pro5, 100% B10-LARGE cell signal; activation, % at 10 µM; 0.22% of 360,000 active; AID 624168;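 active means activation of at least 8% versus controls, or a plate z-score of at least 8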;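 further: Pro5 are CHO cells carrying HIG-tagged alpha-DG that lacks glycosylation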
ABCB6 inh 2 – inhibitors of human ABC transporter ABCB6 | Q9NP58 | K562-ABCB6 porphyrin accumulation, flow cytometry, 1 h; active compounds read low | fluorescence ratio to DMSO, % at 10 µM | 0.19% of 360,000 active | AID 602162;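 active means fluorescence ratio to DMSO below 75%, the collection mean minus 3 SD; inconclusive means too few cells collected in the well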;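 further: signal is porphyrin accumulated inside mitochondria; 100% equals median channel fluorescence of DMSO control wells; lower ratio means ABCB6 inhibition with less porphyrin fluorescence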
Vif imaging – HIV Vif inhibition | HEK293T cells, Vif self-association by quenched fluorescence, imaging, 24 h | inhibition, % at 7.49 µM | 0.35% of 340,000 active | AID 602346; in the data active means inhibition above about 50%, passing the limit was not always enough; inconclusive means no clear call, values can overlap the other calls; inactive means below about 31%; further: some results filed as inactive read as strong as hits
hiPSC survival – hiPSC single-cell survival enhancement; ATPlite luminescence; 100% = ROCK inhibitor wells, 0% = DMSO; survival enhancement, % at 20 µM; 0.044% of 360,000 active; in the data active means survival enhancement above about 18%;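 further: cells exposed to compounds for 16 hours before the ATP read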
Exocytosis inh – blocks lytic granule exocytosis | TALL-104 LAMP-1 surface exposure, flow cytometry; cells stimulated with thapsigargin and PMA | inhibition, % at 10 µM | 0.66% of 360,000 active;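 active means inhibition above about 55%, limit read from the data; inconclusive means no clear call, values can overlap the other calls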
PDI inh – PDI (human) enzyme inhibition; P07237; PDI insulin aggregation turbidity, A650, 90 min; inhibition, % at 10 µM; 0.052% of 350,000 active; AID 588391;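 active means mean inhibition across replicates of 30% or more, whatever share of single replicates reach that level; inconclusive means mean inhibition below 30% while every single replicate reaches 30%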;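 further: absorbance from insulin aggregation driven by PDI reduction with DTT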
Target sequence (P07237 whole entry, looked up): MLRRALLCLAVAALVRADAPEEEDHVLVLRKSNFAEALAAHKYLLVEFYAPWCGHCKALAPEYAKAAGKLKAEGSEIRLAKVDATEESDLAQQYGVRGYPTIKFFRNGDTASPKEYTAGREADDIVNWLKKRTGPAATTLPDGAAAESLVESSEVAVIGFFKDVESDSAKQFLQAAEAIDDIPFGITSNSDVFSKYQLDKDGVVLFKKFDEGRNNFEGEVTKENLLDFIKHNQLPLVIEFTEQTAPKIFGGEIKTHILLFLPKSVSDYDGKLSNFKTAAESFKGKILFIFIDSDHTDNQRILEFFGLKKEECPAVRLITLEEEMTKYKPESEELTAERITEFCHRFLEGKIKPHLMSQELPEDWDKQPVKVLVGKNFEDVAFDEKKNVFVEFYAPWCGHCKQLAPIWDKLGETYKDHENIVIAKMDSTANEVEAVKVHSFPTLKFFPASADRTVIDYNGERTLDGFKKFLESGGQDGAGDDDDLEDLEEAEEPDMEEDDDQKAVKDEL
m5-HT2A agonist – mouse HTR2A agonism via beta-arrestin recruitment. P35363. CHO-K1 mHTR2A beta-arrestin complementation, luminescence; percent of 30 µM serotonin response. activation, % at 7.6 µM. 0.66% of 360,000 active. AID 624169;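 active means activation above a run cutoff, the mean activation of all tested compounds plus 3 SD, cut at about 14% in these data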;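 further: 0% = plate median of compound wells and 100% = 30 µM serotonin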
Target sequence (P35363 whole entry, looked up): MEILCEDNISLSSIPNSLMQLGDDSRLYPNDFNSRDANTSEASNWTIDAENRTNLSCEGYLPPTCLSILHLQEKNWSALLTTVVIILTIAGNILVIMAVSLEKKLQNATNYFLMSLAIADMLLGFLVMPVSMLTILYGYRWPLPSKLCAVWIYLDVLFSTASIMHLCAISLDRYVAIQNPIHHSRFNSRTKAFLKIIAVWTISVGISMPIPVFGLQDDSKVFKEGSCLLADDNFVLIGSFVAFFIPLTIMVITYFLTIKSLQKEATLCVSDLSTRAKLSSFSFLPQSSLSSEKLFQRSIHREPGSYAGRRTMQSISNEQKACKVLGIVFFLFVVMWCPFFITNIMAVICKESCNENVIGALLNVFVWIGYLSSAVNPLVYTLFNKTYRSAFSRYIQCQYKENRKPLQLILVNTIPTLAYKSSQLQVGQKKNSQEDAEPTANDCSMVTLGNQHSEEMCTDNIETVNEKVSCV
* = called active by the depositor; ? = inconclusive; nt = no result given.

smiles	Exocytosis inh	N-glyco inh	aDG glyco act	CaV13 ICDI inh	m5-HT2A agonist	PDI inh	Cardio protect	Vif imaging	hiPSC survival	ABCB6 inh 2
Cc1cc(C)c(S(=O)(=O)N2CCCOC2CNC(=O)C(=O)NCc2cccs2)c(C)c1 (stereo not given)	0	2	0.0	-5	-4	-1	0	-6	-0.1	100
COCC(=O)N1CCC(Oc2ccc(C(=O)N[C@H](C(=O)OC)C(C)C)cc2)CC1	4	1	-0.1	-4	3	6	6	0	-0.1	94
CCCCCCn1c(=O)n2n(c1=O)[C@@H]1CN(S(=O)(=O)c3ccc(C)cc3)C[C@]1(O)[C@@H](OC(=O)NCc1ccc(OC)c(OC)c1)C2	3	1	0.0	-3	-4	8	1	-1	-2.2	95
Cc1ccc(Cn2c(O)c(N=NC(=S)Nc3ccccc3F)c3cc(S(=O)(=O)N4CCOCC4)ccc32)cc1	-1	7	-0.6	-7	9	0	-1	2	0.5	100
Cc1cccc(OCC(=O)N(Cc2cccs2)C2CCS(=O)(=O)C2)c1C (stereo not given)	-1	-2	0.3	-6	0	-3	-2	14	1.4	99
CC(=O)c1ccc(Nc2nc(C(N)C3CCCCC3)cs2)cc1 (stereo not given)	7	-3	1.5	-6	-4	-2	-10	7	-2.4	99
Cc1ccc(C(=O)Nc2cccc(S(=O)(=O)N3CCCCC3)c2)cc1[N+](=O)[O-]	5	-5	0.1	-3	4	6	-13	-11	5.4	101
O=C(CSc1nnc(-c2ccc(F)cc2)o1)N1CCN(C(=O)c2ccco2)CC1	-3	-1	-0.1	nt	2	2	3	0	1.8	89
Cc1c(NC(=O)C(C)Sc2nnc(-c3ccccc3)o2)c(=O)n(-c2ccccc2)n1C (stereo not given)	1	2	0.1	nt	0	-3	-8	nt	2.9	96
CCN(C(=O)CCN1C(=O)c2ccccc2C1=O)C1CCCCC1	0	-1	0.0	nt	-2	-1	0	24	-0.8	81
O=C(CCCn1c(=S)[nH]c2cc3c(cc2c1=O)OCO3)N1CCN(c2ccc(Cl)cc2)CC1	-1	-2	1.1	-4	-1	5	4	-1	5.0	105
COC(=O)C1=C(CCc2ccccc2)NC(=O)NC1c1ccc(Br)cc1 (stereo not given)	-1	-2	0.2	-10	1	-1	-7	-4	-2.1	97
O=c1cc(-c2ccccc2)ss1	4	1	0.0	-6	1	4	1	9	-3.8	100
O=c1[nH]cc(I)cc1I	-2	0	-0.1	-19	1	15	4	18	0.7	98
OCCCc1nc2ccccc2n1CCOc1ccccc1	0	2	0.0	nt	-3	-7	4	-4	-0.7	96

Continuation:
smiles	Exocytosis inh	N-glyco inh	aDG glyco act	CaV13 ICDI inh	m5-HT2A agonist	PDI inh	Cardio protect	Vif imaging	hiPSC survival	ABCB6 inh 2
CO/N=C/C1C(=O)NN=C1c1ccccc1 (stereo not given)	-4	1	-0.2	7	3	0	6	5	-1.1	98
O=C(O)c1cc(S(=O)(=O)N2CCCC2)ccc1Br	2	2	-0.2	-9	3	-5	6	7	1.3	103
O=S(=O)(c1ccc2c(c1)CCCN2)N1CCCC1	0	0	-0.1	-7	6	-5	0	-5	2.8	98
Cc1c(O)ccc2c(=O)c(-c3nncn3-c3ccccc3)coc12	-3	1	-0.2	-1	7	-3	0	5	0.6	96
COC(=O)c1cccc(NC(=O)c2cc3ccccc3o2)c1	9	-4	0.0	-5	-1	3	-7	-3	-0.7	101
COCCN(C(=O)CSc1nnc2cc(C)c3ccccc3n12)c1c(N)n(Cc2ccccc2)c(=O)[nH]c1=O	9	9	-0.2	-3	6	10	14	-2	-1.4	101
COc1ccc(C(=O)Nc2ccccc2C(=O)N/N=C/c2ccccc2OC)cc1	0	-6	-0.1	-8	-3	-7	-18	-7	-4.0	94
CCCCNC(=O)c1cc2nc(-c3ccc(OC)cc3)cc(C(F)(F)F)n2n1	1	-2	0.5	-14	1	0	-9	-7	-1.8	82
COc1ccc2c(c1)c(CC(=O)Nc1cc(C)ccc1C)c(C)n2C(=O)c1ccc(Cl)cc1	-6	-10	-0.4	-5	-5	-11	-8	-3	-2.0	107
CCc1ccc(N2CN=c3s/c(=C\c4ccccc4)c(=O)n3C2)cc1	-5	1	-0.1	-15	2	0	0	-4	0.5	100
CC(C)(C)C(=O)Nc1nc2cc3c(cc2s1)OCO3	-4	-6	0.1	-16	-3	4	-18	-1	-0.2	94
CCCc1cc(=O)[nH]c(SCC(=O)N2CCN(c3ccc(F)cc3)CC2)n1	-7	2	0.1	-5	2	1	2	16	-3.5	102
O=[N+]([O-])c1ccc(Sc2cccc3cccnc23)c([N+](=O)[O-])c1	6	-21	-0.4	-7	-5	-14	-8	2	0.6	103
CCOC(=O)c1ccc(N=Cc2nc3ccccc3n2C)cc1	-2	0	-0.2	-11	1	0	16	-6	0.6	97
CC(C)(C)OC(=O)N1CCCC(C(=O)Nc2cccc(C(=O)N3CCOCC3)c2)C1 (stereo not given)	-4	1	0.1	-6	1	-8	7	-2	1.3	99

(more compounds)
smiles	Exocytosis inh	N-glyco inh	aDG glyco act	CaV13 ICDI inh	m5-HT2A agonist	PDI inh	Cardio protect	Vif imaging	hiPSC survival	ABCB6 inh 2
O=C(CSCc1ccccc1F)NCc1ccccc1	3	2	0.6	1	0	2	-1	3	-0.6	95
COC(=O)c1ccc(OC(=O)CCN2C(=O)C3C4c5ccccc5C(c5ccccc54)C3C2=O)cc1 (stereo not given)	-2	3	-0.1	-5	1	-1	10	-2	-0.7	103
Cc1ccc(N2CC(NC(=O)N3CCN(C(=O)c4ccco4)CC3)CC2=O)cc1 (stereo not given)	1	3	0.1	-6	5	-1	7	-4	-0.6	95
CSc1cccc(NC(=O)CN(C)S(=O)(=O)c2ccccc2)c1	6	-1	0.3	-9	0	0	-4	-4	6.5	95
CCOc1ccccc1NC(=O)C1=C(C)NC(=O)NC1c1cccs1 (stereo not given)	0	0	-0.5	-10	-4	3	6	1	1.6	98
COC1=CC(=O)OC(c2cccc(C(F)(F)F)c2)C1 (stereo not given)	4	nt	0.1	-10	0	nt	nt	nt	nt	nt
O=C(COC(=O)c1cc(Cl)ccc1O)NCCNC(=O)COC(=O)c1cc(Cl)ccc1O	3	1	-0.1	-3	1	-1	-8	32	0.6	96
Cc1ccccc1OCCC(=O)N1CCN(S(=O)(=O)c2ccc(F)cc2)CC1	4	0	0.4	nt	2	11	7	1	-0.4	94
CCN1C(=O)C(CC(=O)Nc2c(C)cccc2C)Nc2cc(S(=O)(=O)N(C)C)ccc21 (stereo not given)	-1	0	0.0	?	-4	0	-6	16	-0.3	101
CCOc1cc(C2C3=C(CC(C)(C)CC3=O)N(CCCOC)C3=C2C(=O)CC(C)(C)C3)ccc1O	-1	-1	0.0	-2	5	3	1	-2	-0.5	115
CC1CCC(NC(=O)CCN2C(=O)C3C4C=CC(C4)C3C2=O)CC1 (stereo not given)	0	5	0.4	-3	-3	6	-4	10	-0.3	101
Cc1csc(SCCn2c(N3CCOCC3)nc3c2c(=O)[nH]c(=O)n3C)n1	0	1	0.1	5	-1	nt	6	-3	-0.6	103
O=C(Nc1ccccc1)c1nnsc1S(=O)(=O)c1ccc(Cl)cc1	22	-7	0.9	-8	8	5	-38	1	-5.2	100
COc1ccc(CC(=O)OCC(=O)NCc2ccc(C)cc2)cc1OC	-2	2	-0.1	-5	0	-10	13	-3	2.2	97
O=C(COC(=O)c1ccc(S(=O)(=O)Nc2ccccc2)cc1)NCCC1=CCCCC1	3	1	-0.3	-10	6	-3	3	2	-0.2	98

(cont.)
smiles	Exocytosis inh	N-glyco inh	aDG glyco act	CaV13 ICDI inh	m5-HT2A agonist	PDI inh	Cardio protect	Vif imaging	hiPSC survival	ABCB6 inh 2
CCc1nc(SCC(=O)NC2CCCC2)c2c(=O)n(C)c(=O)n(C)c2n1	-2	0	0.1	nt	-6	6	3	-5	-0.3	94
O=C(NCC1(c2ccccc2)CCCC1)c1ccc(Br)o1	-5	-4	0.2	-5	-3	13	49	-4	0.1	96
CNc1nnc(-c2ccncc2)s1	7	-1	-0.1	-3	-1	-5	-9	2	0.3	102
O=c1[nH]c(/C=C\c2cccc(F)c2)nc(O)c1[N+](=O)[O-]	-4	0	-0.1	-3	2	-3	-2	-4	0.3	100
C[N+]1(CC(=O)OCCCC2CCCCC2)CCCC1	0	2	-0.1	-7	8	1	-7	-1	-0.7	88
Nc1c(C(=O)CSc2nnc(COc3ccc(Cl)cc3)o2)c(=O)[nH]c(=O)n1C1CC1	0	1	0.1	-7	-3	-6	-6	-2	-0.3	91
COCCNC(=O)C1(C)CCCN(C(=O)c2cccc(Cl)c2)C1 (stereo not given)	0	-3	-0.1	-5	0	6	7	-2	4.3	100
COc1ccc(OC)c(CNC(=O)C2CCN(S(=O)(=O)N3CCCCC3)CC2)c1	-3	1	-0.2	-6	-2	-5	2	-4	-0.5	105
CCOc1ccccc1OCCNC1CCCC1	-2	2	0.5	-5	-2	-9	-1	4	7.7	91
CCN(CC(=O)Nc1ccc(NC(C)=O)cc1)C(=O)CSc1nnc(-c2ccco2)n1CC	1	1	0.0	-5	1	1	2	nt	0.1	93
Cc1ccc(S(=O)(=O)NCC(=O)N(CC2CCCO2)C(C(=O)NC2CCCC2)C(C)C)cc1 (stereo not given)	6	3	0.0	-7	-6	-35	1	2	-0.7	94
COCCn1c(NCc2ccccc2)nc2c1c(=O)[nH]c(=O)n2C	-1	0	-0.1	nt	-1	-5	6	1	3.1	94
CNC(=S)Nc1ccc(N2CCCC2)c(S(=O)(=O)Nc2ccc(OC)cc2)c1	20	-2	0.3	-5	-3	3	-4	7	-2.0	106
CC(C)Oc1cccc(C(=O)NC(=S)Nc2ccccc2N2CCOCC2)c1	1	-7	0.1	-6	-1	6	2	-10	-0.4	91
CCOC(=O)c1[nH]c2ccccc2c1NC(=O)CC	-3	2	-0.1	-7	9	-12	-6	5	2.9	119

(listing goes on)
smiles	Exocytosis inh	N-glyco inh	aDG glyco act	CaV13 ICDI inh	m5-HT2A agonist	PDI inh	Cardio protect	Vif imaging	hiPSC survival	ABCB6 inh 2
CN(C)S(=O)(=O)c1ccc(C(=O)Nc2nnc(-c3cccs3)o2)cc1	-2	2	-0.8	-4	6	-2	17	0	1.7	101
CCn1c(CNc2ccc(C)cc2)nnc1SCC(N)=O	-3	0	-0.1	-6	2	-9	4	-1	0.1	98
O=C(O)c1cccc(NS(=O)(=O)c2ccc3c(c2)C(=O)c2ccccc2C3=O)c1	-1	2	-0.1	-1	8	0	-16	44	-0.9	95
O=C(O)CCn1cc(-c2ccc(F)cc2)nc1-c1ccncc1	-9	3	-0.4	3	1	4	1	0	-2.3	102
O=C1COc2ccc(C(=O)COC(=O)Cc3ccccc3F)cc2N1	-1	3	0.5	-5	-4	5	10	-8	-0.5	96
CCOc1cc(S(=O)(=O)N(CC)CC)ccc1F	2	3	-0.3	-3	2	10	-2	4	-2.1	92
Cc1ccc(N2C(=O)CC(Sc3cccs3)C2=O)cc1 (stereo not given)	86*	1	0.1	-3	-4	-1	-10	15	-0.4	99
Cn1c(=O)c2[nH]c(-c3cccnc3)nc2n(C)c1=O	-1	4	0.0	-4	-5	1	0	-25	-2.1	101
CCCCc1nnc2c(N(C)S(=O)(=O)c3ccccc3)nc3ccccc3n12	-1	-3	0.4	-3	0	4	1	-12	0.9	91
CCCCC(O)(c1ccccc1)C(CN1CCOCC1)c1ccccc1 (stereo not given)	-3	-7	0.2	-17	-6	11	-3	-8	0.5	106
